NOD2 RIPK2 PPI: inhibitors of human NOD2-RIPK2 interaction. AID 624267. CHO BLA complementation NOD2-RIPK2, CCF4 ratio. O43353. inhibition, % at 4.98 µM. 360,000 compounds, 0.38% hits; in the data active means inhibition above about 21%;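 further: 0% = vehicle only and 100% = reference blocker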
Target sequence (O43353 whole entry, looked up): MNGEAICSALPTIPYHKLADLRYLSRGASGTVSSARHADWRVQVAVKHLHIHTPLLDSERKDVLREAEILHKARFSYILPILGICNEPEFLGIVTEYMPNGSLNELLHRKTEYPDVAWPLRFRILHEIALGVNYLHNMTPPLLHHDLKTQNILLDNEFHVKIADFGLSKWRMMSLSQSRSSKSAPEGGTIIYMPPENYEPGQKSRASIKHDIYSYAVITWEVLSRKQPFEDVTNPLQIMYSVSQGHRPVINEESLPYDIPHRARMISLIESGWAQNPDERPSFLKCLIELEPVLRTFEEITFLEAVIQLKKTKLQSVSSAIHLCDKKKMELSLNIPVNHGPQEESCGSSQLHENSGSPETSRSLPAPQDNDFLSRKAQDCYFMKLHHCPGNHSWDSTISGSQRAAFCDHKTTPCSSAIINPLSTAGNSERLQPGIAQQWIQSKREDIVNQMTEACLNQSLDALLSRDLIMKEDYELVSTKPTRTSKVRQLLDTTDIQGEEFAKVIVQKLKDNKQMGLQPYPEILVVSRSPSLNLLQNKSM
TLR9-MyD88 inh: inhibitors of human TLR9-MyD88 binding; inhibition, % at 4.98 µM; Q9NR96+Q99836; 340,000 compounds, 0.21% hits; CHO BLA complementation TLR9-MyD88, CCF4 FRET ratio;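 active means inhibition above the mean over all tested compounds plus 3 SD, cut at about 21% in these data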;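 further: 0% = DMSO only wells and 100% = clavulanate BLA inhibitor control wells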
LRH-1 inv ag: NR5A2 inverse agonism in reporter assay; O00482; HEK293T StAR-luciferase reporter, LRH-1 transfected, 24 h; inhibition, % at 3.6 µM; 360,000 compounds, 0.13% hits; AID 602396;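 active means inhibition above the mean inhibition of all tested compounds plus 3 SD, cut at about 73% in these data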;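 further: 0% = DMSO wells and 100% = reporter-only cells lacking LRH-1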
NCOA2 inhibitor: human SRC2 (NCOA2) inhibition. inhibition, % at 9 µM. Q15596. AID 651957. HEK293 GAL4-SRC2 luciferase reporter, luminescence. 370,000 compounds, 0.17% hits;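 active means inhibition above the mean inhibition of all tested compounds plus 3 SD, set per campaign, cut at about 52% in these data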;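 further: 0% = DMSO treated cells and 100% = cells given Gossypol at 36 µM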
COUP-TFII inh: inhibitors of human COUP-TFII (NR2F2); HEK293T NGFI-A luciferase reporter, luminescence; inhibition, % at 8.6 µM; 370,000 compounds, 0.7% hits; AID 686940;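 active means inhibition above a per-plate cutoff, mean inhibition of test wells between control levels plus 3 SD, cut at about 38% in these data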;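 further: cells cotransfected with COUP-TFII expression vector driving the NGFI-A reporter; 0% = median of COUP-TF2 test wells and 100% = reporter-only cells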
Target sequence (P24468 whole entry, looked up): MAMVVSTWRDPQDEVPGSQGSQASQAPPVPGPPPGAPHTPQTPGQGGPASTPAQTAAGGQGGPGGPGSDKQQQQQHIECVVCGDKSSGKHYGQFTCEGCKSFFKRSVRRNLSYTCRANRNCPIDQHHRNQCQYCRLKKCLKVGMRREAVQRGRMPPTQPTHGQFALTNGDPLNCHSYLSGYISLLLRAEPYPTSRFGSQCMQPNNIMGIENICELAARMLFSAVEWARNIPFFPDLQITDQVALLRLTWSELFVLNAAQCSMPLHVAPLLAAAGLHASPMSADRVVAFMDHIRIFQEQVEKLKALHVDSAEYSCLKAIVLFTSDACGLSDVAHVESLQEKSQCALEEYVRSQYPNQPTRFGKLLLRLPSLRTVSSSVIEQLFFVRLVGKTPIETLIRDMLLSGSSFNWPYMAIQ
TROY NFkB inh: inhibitors of TROY-dependent NF-kB signaling; inhibition, % at 10 µM; 360,000 compounds, 0.98% hits; Q293 LMP1-TROYcd NF-kB luciferase reporter, 4 h; AID 1347056;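 active means compounds whose plate-normalised and pattern-corrected inhibition of the luciferase reporter signal at the single screening dose is 50% or more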
LMP1 NFkB inh: Epstein-Barr LMP1 NF-kappaB reporter inhibition | 350,000 compounds, 0.69% hits | LMP1-induced NF-kappaB luciferase reporter cells, luminescence | inhibition, % at 12.5 µM; in the data active means inhibition above about 41%;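 further: 0% = neutral control wells and 100% = reference inhibitor control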
TRAIL sens C8: sensitizes caspase-8 expressing cells to TRAIL; NB7+C8 cells + TRAIL, ATPlite viability luminescence; inhibition (viability loss, TRAIL sensitization), % at 10 µM; 360,000 compounds, 1% hits;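 active means compounds causing at least 50% loss of cell viability in the single-dose screen, relative to plate controls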
SRC3 inh: human NCOA3 inhibition | 360,000 compounds, 0.17% hits | HEK293 GAL4-SRC3 luciferase reporter, luminescence | inhibition, % at 3.6 µM | AID 588352 | Q9Y6Q9;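 active means inhibition above a per-campaign cutoff, the mean of all compounds plus 3 SD, cut at about 60% in these data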;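 further: 0% = DMSO-treated cells and 100% = gossypol-treated cells at 36 µM; higher means less SRC3-driven luciferase light from the GAL4 reporter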
Vif imaging: inhibitors of HIV Vif; HEK293T cells, Vif self-association by quenched fluorescence, imaging, 24 h; 340,000 compounds, 0.35% hits; inhibition, % at 7.49 µM; AID 602346; in the data active means inhibition above about 50%, passing the limit was not always enough; further: some results filed as inactive read as strong as hits
NCOA1 inh: inhibits human SRC1 coactivator | HEK293 GAL4-SRC1 luciferase reporter, luminescence | inhibition, % at 3.6 µM | 360,000 compounds, 0.12% hits;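 active means inhibition above the campaign mean plus 3 SD, with each screening campaign given its own cutoff, cut at about 60% in these data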;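 further: 0% = DMSO treated cells and 100% = gossypol at 36 µM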
Starred values were filed as active, the others as inactive; · = no result given. The list is partial; the hit share may differ from the screen's.

SMILES	NOD2 RIPK2 PPI	TLR9-MyD88 inh	LRH-1 inv ag	NCOA2 inhibitor	COUP-TFII inh	TROY NFkB inh	LMP1 NFkB inh	TRAIL sens C8	SRC3 inh	Vif imaging	NCOA1 inh
COc1ccc(NS(=O)(=O)c2ccc(O)c(C(=O)OCC(=O)N3CC(C)OC(C)C3)c2)cc1 (stereo not drawn)	8	0	4	3	2	2	3	5	13	4	-26
COc1ccc(-c2cc(C(=O)OC3CCOC3=O)c3ccccc3n2)cc1 (stereo not drawn)	3	7	-10	12	1	-3	-2	25	11	0	-10
CCOc1ccc(C(=O)NCC2CCN(CC3CCCCC3)CC2)cc1	1	1	8	21	9	-31	11	3	-3	-2	20
COCCn1c(SCC(=O)NC(=O)NCc2ccccc2)nc2ccccc2c1=O	-4	6	0	16	-13	-13	0	-22	-14	2	3
Cn1sc2ccccc2c1=O	2	1	-32	21	5	4	1	-21	12	1	-24
CS(=O)(=O)Nc1ccc(C(=O)N2CC(=O)Nc3ccccc32)cc1	-17	-1	8	-7	13	2	-7	4	2	7	11
O=C(Nc1c(C(=O)O)[nH]c2ccccc12)c1cccc(C(F)(F)F)c1	-10	-7	5	-6	0	14	-5	4	-3	3	-25
CCOc1ccccc1NC(=O)Cn1nnc(C(=O)NCc2cccs2)c1N	12	15	28	4	-48	-1	1	10	5	62*	-1
Cc1nc2c(=O)n(C)c(=O)[nH]c2n1Cc1ccccc1	-5	-2	9	-24	2	4	-11	-4	-8	2	3
O=C(NCCc1csc(-c2cccnc2)n1)c1cccs1	1	-19	-17	5	0	-5	9	-6	1	0	5
CCOCCCNC(=O)c1ccc(Cn2c(=S)[nH]c3c([nH]c4ccc(OC)cc43)c2=O)cc1	-3	-2	1	7	-16	-34	-3	-6	-11	1	-27
COc1ccc2c(c1)CC(C(=O)Nc1ccc(Cl)cc1)/C(=N/O)O2 (stereo not drawn)	-6	5	1	4	-19	-10	3	6	9	7	6
CC(C)NC(=O)C1(C)CCCN1Cc1ccccc1C#N (stereo not drawn)	-4	·	-21	20	10	7	·	-4	-8	11	0
COc1ccc(C(=O)N/N=C(/C)c2cccc(NC(=O)C(F)(F)F)c2)cc1	-5	-2	-68	-25	-17	-52	-17	18	-14	-2	-23
CCN=c1scc(C)n1/N=C/c1ccc(O)c(O)c1O	-1	1	-32	-9	-2	-10	-1	12	-16	13	-25
O=[N+]([O-])c1ccc(O)c(CN2CCCCCC2)c1	-3	4	9	-4	-7	-4	-1	1	22	2	1
CCCCN1CC(COC)Oc2cccc(F)c2S1(=O)=O (stereo not drawn)	3	-4	-12	-12	-15	0	-4	0	11	-3	12
Cc1ccc(NC(=O)CN(C)S(=O)(=O)c2cccc3nsnc23)cc1	-2	5	-28	-10	-1	4	9	0	4	3	-4
Cc1ccc(S(=O)(=O)NC(CC(=O)OCc2ccccc2)C(=O)OCc2ccccc2)cc1 (stereo not drawn)	10	2	7	6	3	17	2	8	-8	26	5
CC(C)c1ccc(CC(=O)N2CCC2(C)C(=O)Nc2cccc(C#N)c2)cc1 (stereo not drawn)	5	·	5	0	6	18	·	12	2	3	-1
COC(=O)C1=C(C(=O)OC)[C@@H]2N(C)c3ccc(OC)cc3[C@@]23C[C@@H](C(=O)OC)N=C3N1	-11	3	9	-31	-14	-3	-2	-3	-8	-5	-12
Cc1ccc(Nc2nnc(SCc3cc(=O)n4cc(C)ccc4n3)s2)cc1	-10	2	-11	-10	4	-11	-7	-6	-7	7	-7
COc1ccc(NC(=S)N(Cc2ccc(C(=O)O)cc2)Cc2ccc(OC)c(OC)c2)cc1	0	-2	-34	-18	0	-10	-7	0	17	7	-3
COc1cc(NC(=O)[C@@H]2CCCN2S(=O)(=O)c2cccc3cccnc23)cc(OC)c1OC	-9	6	5	12	0	-12	-5	-6	3	6	0

Single records (already shown):
`CCOc1ccccc1NC(=O)Cn1nnc(C(=O)NCc2cccs2)c1N` is listed as NOD2 RIPK2 PPI = 12; TLR9-MyD88 inh = 15; LRH-1 inv ag = 28; NCOA2 inhibitor = 4; COUP-TFII inh = -48; TROY NFkB inh = -1; LMP1 NFkB inh = 1; TRAIL sens C8 = 10; SRC3 inh = 5; Vif imaging = 62*; NCOA1 inh = -1
`CS(=O)(=O)Nc1ccc(C(=O)N2CC(=O)Nc3ccccc32)cc1` is listed as NOD2 RIPK2 PPI = -17; TLR9-MyD88 inh = -1; LRH-1 inv ag = 8; NCOA2 inhibitor = -7; COUP-TFII inh = 13; TROY NFkB inh = 2; LMP1 NFkB inh = -7; TRAIL sens C8 = 4; SRC3 inh = 2; Vif imaging = 7; NCOA1 inh = 11
`Cc1nc2c(=O)n(C)c(=O)[nH]c2n1Cc1ccccc1` is listed as NOD2 RIPK2 PPI = -5; TLR9-MyD88 inh = -2; LRH-1 inv ag = 9; NCOA2 inhibitor = -24; COUP-TFII inh = 2; TROY NFkB inh = 4; LMP1 NFkB inh = -11; TRAIL sens C8 = -4; SRC3 inh = -8; Vif imaging = 2; NCOA1 inh = 3

Continuation:
SMILES	NOD2 RIPK2 PPI	TLR9-MyD88 inh	LRH-1 inv ag	NCOA2 inhibitor	COUP-TFII inh	TROY NFkB inh	LMP1 NFkB inh	TRAIL sens C8	SRC3 inh	Vif imaging	NCOA1 inh
O=C(Nc1ccccc1F)c1ccc(COc2ccc(Cl)cc2Cl)o1	1	-1	5	11	-5	-34	-13	7	-6	3	-3
COC(=O)c1[nH]c(C)c(/C(O)=C2\C(=O)C(=O)N(CCN(C)C)C2c2cccc(OC)c2OC)c1C (stereo not drawn)	11	-9	16	-5	-13	16	4	-1	15	18	-2
Cn1c(NC(=O)c2ccc(Cl)s2)cc(=O)n(C)c1=O	4	-11	4	-2	5	1	5	18	-9	-3	5
Cc1ccc(-c2cc(C(=O)Nc3ccc(S(=O)(=O)Nc4nccs4)cc3)c3ccccc3n2)c(C)c1	-6	-4	5	5	-1	33	8	3	11	-1	-3
N/C(=N\OC(=O)c1ccc(Cl)cc1[N+](=O)[O-])c1ccccn1	-8	1	-129	-49	-58	-2	-37	31	-74	4	-75
CCCCCOc1ccc(C(=O)NC(CCC)C(=O)O)cc1 (stereo not drawn)	11	-4	10	7	-3	-5	6	-11	-17	2	0
Cc1cccc(Cc2cnc(N3C(=N)SC(c4ccccc4)C3=O)s2)c1 (stereo not drawn)	2	-6	1	-5	17	11	2	0	6	2	-23
Cc1cccc(N2CCN(C(=O)C3CCN(S(=O)(=O)c4c(C)noc4C)CC3)CC2)c1C	-9	3	-2	5	7	-5	12	0	-21	-9	-6
Cc1cc(C)n(CC2CC(=O)N(c3ccc(C)c(Cl)c3)C2=O)n1 (stereo not drawn)	-3	6	-12	-9	8	-19	11	23	23	-6	-8
Cc1cc(C)cc(C(O)c2ncc(-c3ccc(Cl)cc3)[nH]2)c1 (stereo not drawn)	10	·	-15	-5	2	-9	·	2	11	·	2
COc1cc(C(=O)NCCC(=O)N2CCC3(CC2)NCCc2[nH]cnc23)cc(OC)c1OC	-13	5	-7	-15	-11	11	-4	-23	16	-3	12
N#CC1=C(N)N(c2ccccc2)C2=C(C(=O)CCC2)C1c1ccccc1 (stereo not drawn)	-2	-3	1	-8	14	-12	4	-4	-3	·	-14
O=c1[nH]c(=O)n([C@H]2C[C@H](O)[C@@H](CO)O2)cc1I	2	-4	-30	-32	27	-13	-42	0	20	-8	16
Cn1cc(C(=O)Nc2ccc3c(c2)CCC3)cn1	-14	0	-59	-36	-25	-65	-5	10	-46	-9	-53
COC(=O)c1cc(S(=O)(=O)Nc2ccc(C)c(F)c2)c[nH]1	-3	-8	16	13	-12	18	1	6	-25	·	-2
CC(=O)Oc1ccc(C(=O)Cc2ccccn2)c(O)c1	-3	5	-50	-33	-2	13	5	-35	-7	-2	-14
CC(Sc1nnnn1C1CCCCC1)C(=O)O (stereo not drawn)	-7	0	-12	2	-7	22	-9	-2	24	0	11
O=C(c1ccc2c(c1)CCN2S(=O)(=O)c1ccccc1)N1CCN(c2ccccc2)CC1	6	-8	4	8	7	20	1	-7	-1	-10	1
COC(=O)c1cc(-c2ccc(NC(C)=O)cc2)nc2ccccc12	-6	-1	26	-20	0	-39	2	11	-3	5	-4
O=S(=O)(CCN(CCS(=O)(=O)C(F)(F)F)CC1CCCO1)C(F)(F)F (stereo not drawn)	-8	-12	5	1	3	-23	-4	-5	31	1	2
CC(C)CN(C(=O)CSc1nnc(C2CC2)n1-c1ccccc1)C1CCS(=O)(=O)C1 (stereo not drawn)	-2	-4	27	-28	-9	0	-4	12	17	7	-5
CCOC(=O)c1ccc(N2CCCCC2)c(NS(=O)(=O)c2ccc(C)cc2)c1	3	·	-6	11	0	-31	5	10	9	0	7
CCOc1ccc(/C(O)=C2/C(=O)C(=O)N(c3ncccn3)C2c2ccc(C)cc2)cc1 (stereo not drawn)	-8	3	3	17	-23	-8	4	-10	2	2	-3
COc1ccc(-c2c3c(nc4sc5c(=O)[nH]c(C)nc5c24)CCC3)cc1	1	1	-1	6	-16	-11	3	-10	2	-1	-5
Cc1cc(C)c(C)c(S(=O)(=O)N2CCCCC2C(=O)O)c1C (stereo not drawn)	2	-5	-2	-1	16	3	-2	-7	1	55*	2

High-throughput results: PubChem BioAssay, several laboratories
